From PubChem BioAssay
CRFR2-BP ag: agonists of human CRF-binding protein/CRF-R2 receptor complex; AID 588473; hit rate 0.46% among 350,000; activation, % at 13.2 µM; HEK293 CRF-R2/CRF-BP, calcium dye fluorescence (FLIPR); percent of saturating CRF peptide response;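 active means activation of at least 50%, plus an integration ratio under a set limit after plate pattern correction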;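 further: plate controls were neutral control wells without compound for no effect and CRF at EC100 for full effect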
M5 antag: antagonists of human muscarinic M5 receptor (CHRM5); P08912; CHO-hM5 cells, Fluo-8 calcium fluorescence, ACh EC80; inhibition, % at 3 µM; hit rate 0.59% among 360,000;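 active means inhibition above a per-plate cutoff, the mean of that plate's test compounds plus 3 SD, cut at about 27% in these data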;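 further: 0% = acetylcholine EC80 with DMSO and 100% = DMSO without agonist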
Target sequence (P08912 whole entry, looked up): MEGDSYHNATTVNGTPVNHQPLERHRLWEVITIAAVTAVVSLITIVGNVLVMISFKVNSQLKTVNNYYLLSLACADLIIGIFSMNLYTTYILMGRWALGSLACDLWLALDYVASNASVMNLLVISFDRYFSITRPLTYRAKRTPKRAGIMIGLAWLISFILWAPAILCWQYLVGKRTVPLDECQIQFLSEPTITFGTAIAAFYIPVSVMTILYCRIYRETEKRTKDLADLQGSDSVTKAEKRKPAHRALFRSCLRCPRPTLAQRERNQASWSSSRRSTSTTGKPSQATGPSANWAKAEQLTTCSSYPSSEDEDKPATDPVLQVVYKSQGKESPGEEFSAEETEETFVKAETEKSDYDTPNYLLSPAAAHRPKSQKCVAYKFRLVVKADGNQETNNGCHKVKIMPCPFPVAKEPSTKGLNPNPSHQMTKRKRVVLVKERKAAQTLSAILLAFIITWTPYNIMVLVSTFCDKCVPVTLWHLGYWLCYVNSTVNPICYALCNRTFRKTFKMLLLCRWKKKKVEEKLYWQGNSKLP
CRFBP-R2 block: CRF-BP/CRF-R2 complex antagonism | HEK293 CRF-R2/CRF-BP, CRF-induced calcium fluorescence | inhibition, % at 11.8 µM | hit rate 0.59% among 350,000 | AID 588475;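 active means inhibition of the ligand-induced calcium signal above about 50% at the single tested concentration, limit read from the data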
CHRM5 PAM: positive allosteric modulators of human muscarinic M5 receptor | activation, % at 3 µM | CHO-K1 hM5, Fluo-8 calcium, ACh EC20 PAM; 0% = ACh EC20, 100% = ACh EC100 | P08912 | hit rate 0.3% among 360,000;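 active means activation above the run cutoff, the mean activation of all test compounds plus 3 SD, cut at about 18% in these data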
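System: CHO-K1 cell line with stable human muscarinic M5 receptor expression | Also added: EC20 acetylcholine as agonist stimulus | Compound: One concentration, 3 µM final (nominal) | Timing: Fluo-8 loading 80 min at 37 °C plus 30 min room temperature | Measured by: Fluo-8 calcium dye fluorescence, kinetic read | Read-out basis: % activation, ACh-normalized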
TAAR1 antag: human TAAR1 antagonism. CHO RD-HGA16 TAAR1, Fluo-8 calcium fluorescence, antagonist. AID 624466. hit rate 1.5% among 360,000. Q96RJ0. inhibition, % at 3 µM;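 active means inhibition above a per-plate cutoff, the mean inhibition of test compounds on that plate plus 3 SD, cut at about 49% in these data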;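 further: 0% = DMSO plus EC80 beta-PEA response and 100% = DMSO alone without agonist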
Target sequence (Q96RJ0 whole entry, looked up): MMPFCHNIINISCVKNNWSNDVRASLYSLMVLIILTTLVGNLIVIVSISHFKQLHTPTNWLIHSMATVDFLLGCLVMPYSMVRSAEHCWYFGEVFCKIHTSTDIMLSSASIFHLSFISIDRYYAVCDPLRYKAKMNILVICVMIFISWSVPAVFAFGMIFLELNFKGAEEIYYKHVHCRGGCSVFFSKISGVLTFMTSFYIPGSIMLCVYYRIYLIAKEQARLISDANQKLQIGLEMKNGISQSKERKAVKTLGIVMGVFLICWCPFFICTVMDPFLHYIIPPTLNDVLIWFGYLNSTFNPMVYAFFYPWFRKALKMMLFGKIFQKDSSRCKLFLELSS
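Test system – hTAAR1-expressing CHO RD-HGA16 cells, Gα16-coupled · Reagent – β-PEA at EC80 concentration, post-compound challenge · Compound dosing – 3 µM, single point · Timing – 140 s kinetic read after compound, 140 s after agonist · Detection – Fluo-8 intracellular calcium dye fluorescence, real-time kinetic reads · Control set – DMSO and EC80 PEA controls · Repeats – n of 1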
CHRM5 agonist: agonists of human muscarinic M5 receptor (CHRM5); CHO-K1 hM5 cells, Fluo-8 calcium fluorescence; 0% DMSO wells, 100% maximal acetylcholine response; activation, % at 3 µM; hit rate 0.19% among 360,000; AID 624037;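 active means activation above the run's mean over test compounds plus 3 SD, cut at about 23% in these data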;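 further: signal is peak over basal fluorescence ratio across the kinetic read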
CHO-K1 Ca PAM: counter-screen for M1 PAMs: effect in parental CHO-K1 cells | ATP EC20, Fluo-8 calcium fluorescence; 0% at ATP EC20, 100% at ATP max | activation, % at 3 µM | hit rate 0.02% among 360,000 | AID 602247;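 active means activation above the run cutoff, the mean activation of all test compounds plus 3 SD, cut at about 40% in these data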;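 further: peak over basal fluorescence ratio in a 140 s read after ATP addition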
TAAR1 agonist: human TAAR1 agonism. Q96RJ0. CHO RD-HGA16 TAAR1, Fluo-8 calcium fluorescence; vehicle wells 0%, saturating PEA agonist 100%. activation, % at 3 µM. hit rate 0.99% among 360,000. AID 624467;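 active means activation above the mean activation of all test compounds in the run plus 3 SD, cut at about 38% in these data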
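test system = CHO RD-HGA16 cells carrying human TAAR1 plus Gα16 | schedule = 17-24 h seeding, 75 min 37 °C dye, 30 min RT | compound dosing = 3 µM single concentration | control set = DMSO and PEA EC100 | replicates = n 1 | signal = Fluo-8 fluorescence, 5 s baseline then 140 s kinetic read | measure = percent activation vs PEA EC100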
M4 PAM: CHRM4 positive allosteric modulation; P08173; CHO-K1 hM4/Gqi5, Fluo-8 calcium fluorescence, ACh EC20; 0% = ACh EC20, 100% = maximal ACh; activation, % at 3 µM; hit rate 0.4% among 360,000;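 active means activation above its plate's cutoff, the mean activation of sample wells plus 3 SD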; further: some results filed as inactive read as strong as hits
* hit, by the source's call; nt = not tested or not shown; & = joins results of further samples. Compounds were not picked by outcome (roughly 4.2% active in at least one column).

SMILES	CRFR2-BP ag	M5 antag	CRFBP-R2 block	CHRM5 PAM	TAAR1 antag	CHRM5 agonist	CHO-K1 Ca PAM	TAAR1 agonist	M4 PAM
CCCc1nc2ccccc2c(=O)n1/N=C/c1ccccc1O	-3.0	-9	-6	5	9	-4	0	3	-1
CCCc1cc(=O)oc2cc(C)cc(OCC(=O)Nc3ccccn3)c12	-2.6	6	2	-1	-24	-1	-2	1	-2
O=C(CC(=O)c1ccccc1)Nc1ccccn1	-1.1	8	-5	-6	5	-3	5	2	-1
CC(Cc1ccccc1)NC(=O)CCCN1C(=O)c2ccccc2C1=O (stereo not drawn)	-1.3	15	7	-8	2	1	15	7	-7
N#Cc1ccccc1COC(=O)c1cccnc1N	-1.3	5	-43	4	-16	1	-9	2	1
COc1ccc(Cl)cc1N1C(=O)C2CCCN2C1c1ccccc1F (stereo not drawn)	-0.7	5	22	-4	-25	0	21	0	-1
O=C(N/N=C/C=C/c1ccco1)c1cnccn1	1.2	4	-6	1	-35	-3	17	2	1
Cc1ccc(O)c(C(=O)/C=C/c2ccc3c(c2)OCCO3)c1	-0.9	13	-7	-3	-5	-1	15	4	1
O=C(Nc1ccc2[nH]c(=O)[nH]c2c1)c1cc(F)c(F)cc1Cl	2.8	5	26	0	1	0	26	1	17
CCOC(=O)c1nn(-c2ccccc2)c(=O)cc1OCC(=O)Nc1cccc(OC)c1	1.2	10	9	1	4	-1	-6	2	0
Cc1cn([C@H]2C[C@H](O)[C@@H](CNCc3cnc(N4CCOCC4)s3)O2)c(=O)[nH]c1=O	-1.6	2	7	1	-8	0	16	6	10
CCN(CC)CCCNC(=O)c1cc2nc(-c3ccccc3)cc(C(F)(F)F)n2n1	-1.1	10	11	6	-8	-7	4	2	-4
Cc1ccc(C(=O)CCC(=O)Nc2ccccc2F)cc1	-2.1	-4	3	10	-4	-2	25	0	1
COc1ccc(CCn2nnnc2C(C(C)C)N2CCN(c3ncccn3)CC2)cc1OC (stereo not drawn)	0.2	-13	-19	-6	11	-4	-13	7	-5
CC(=O)Nc1ccccc1C(=O)C(=O)O	4.1	3	15	3	4	-1	12	10	7
Cc1cc(C)c(OCCCCn2cnc3ccccc3c2=O)c(C)c1	-1.6	5	-19	-5	17	0	6	16	2
Cc1ccc(CNC(=O)CCCn2nc(C)c3c(C)n(-c4ccccc4)nc3c2=O)cc1	0.6	-6	-10	2	-7	-3	2	3	-7
O=C(NC1CCCCC1)C(c1ccncc1)N(Cc1ccc2c(c1)OCO2)C(=O)C(F)(F)F (stereo not drawn)	0.9	5	-9	2	3	2	10	12	1
CN1CCC(N2CCN(C3CN(Cc4ccccc4)S(=O)(=O)C3)CC2)CC1 (stereo not drawn)	nt	-6	nt	1	-16	1	11	10	0
CC(=O)Nc1ccc(OCc2ccc(S(=O)(=O)Cc3ccccc3)cc2)cc1	-0.9	6	6	-6	1	4	-16	3	-7
CS(=O)(=O)N1CCC(C(=O)NCc2ccc(Cl)cc2)CC1	0.1	1	6	9	-31	3	3	0	13
FC(F)(F)c1nc(NCc2cccnc2)c2ccccc2n1	-1.4	-3	-16	4	7	3	16	1	-2
COc1ccccc1N(CC(O)CN1CCOCC1)S(=O)(=O)c1ccccc1 (stereo not drawn)	0.4	9	3	0	0	-1	13	-4	-2
C=CCN1C(=O)C(CC(=O)NCC)SC1=Nc1cc(Cl)ccc1Cl (stereo not drawn)	-0.2	4	3	2	-10	2	14	6	-2
O=C(CCC(=O)c1ccc(F)cc1)Nc1cccnc1	1.4	-7	9	-4	9	2	8	11	-1
Cc1cccc(/C=C(\C(=O)O)c2ccc(S(=O)(=O)N3CCCC3)s2)c1	-1.0	15	-2	-1	-12	1	-11	0	4
COc1ccccc1NC(=O)C(C)Sc1nnnn1C (stereo not drawn)	1.1	-3	5	10	3	-4	16	2	4
COc1ccc(OC)c(-c2nnc(SCC(=O)N3CCCC3)o2)c1	1.2	12	-5	-2	-17	-1	20	1	1
CN(C(=O)CSc1nc2ccccc2c(=O)n1-c1ccc(F)cc1F)C1CCS(=O)(=O)C1 (stereo not drawn)	-1.6	1	-9	-3	3	4	7	3	5
Nn1c(SCC(=O)N2CCCCC2)nnc1-c1ccncc1	1.4	1	0	-1	9	0	-5	7	-4
O=C(CN1CCCCC1)c1c[nH]c2ccccc12	-0.7	3	11	-2	6	0	18	1	8
COc1ccc(-n2cc(-c3ccccc3)[nH]c2=S)c(OC)c1	2.7	5	-16	0	0	-6	-13	4	-5
COc1ccc(-c2nc(CS(=O)CC(=O)N3CCOCC3)c(C)o2)cc1OC (stereo not drawn)	-2.7	3	2	6	-19	-2	11	2	2
COc1ccc(OCCCC(=O)OCC(=O)c2ccc3c(c2)NC(=O)CO3)cc1	-3.6	6	10	-8	34	4	-24	16	-5
CCCSc1nc2ccsc2c(=O)n1CC	-9.2	-5	-11	-3	-2	0	11	6	12
COc1ccccc1C(=O)N/N=C(\C)CC(=O)Nc1ccc(Nc2ccccc2)cc1	-2.0	7	28	1	4	-1	-1	-3	-5

Three entries picked at random from those above, as already listed:
SMILES	CRFR2-BP ag	M5 antag	CRFBP-R2 block	CHRM5 PAM	TAAR1 antag	CHRM5 agonist	CHO-K1 Ca PAM	TAAR1 agonist	M4 PAM
CC(=O)Nc1ccc(OCc2ccc(S(=O)(=O)Cc3ccccc3)cc2)cc1	-0.9	6	6	-6	1	4	-16	3	-7
FC(F)(F)c1nc(NCc2cccnc2)c2ccccc2n1	-1.4	-3	-16	4	7	3	16	1	-2
Cc1ccc(C(=O)CCC(=O)Nc2ccccc2F)cc1	-2.1	-4	3	10	-4	-2	25	0	1

Arranged by the number under M5 antag (lowest first): some entries from above
molecule	M5 antag
Nn1c(SCC(=O)N2CCCCC2)nnc1-c1ccncc1	1
O=C(CN1CCCCC1)c1c[nH]c2ccccc12	3
COc1ccc(-n2cc(-c3ccccc3)[nH]c2=S)c(OC)c1	5

Next part:
SMILES	CRFR2-BP ag	M5 antag	CRFBP-R2 block	CHRM5 PAM	TAAR1 antag	CHRM5 agonist	CHO-K1 Ca PAM	TAAR1 agonist	M4 PAM
Cn1c(=O)c2ccccc2n(CC(=O)N2CCCc3ccccc32)c1=O	-4.4	10	13	1	6	-4	11	-1	-3
Cc1ccc(C(=O)CCc2ccc(N)cc2)cc1	-1.0	1	-5	0	-6	-2	9	-1	0
CCCCOc1ccc(C(=O)N=c2sccn2C)cc1OC	-1.0	-15	-4	0	-8	-2	6	-1	-1
OCCNCCCCOc1ccc(F)cc1	-1.9	0	-2	-7	-17	0	-15	4	0
O=C(c1ccc(Cl)c(Cl)c1)N1CCN(Cc2ccc3c(c2)OCO3)CC1	0.2	8	2	-1	-7	-8	0	0	-3
O=C(NCc1cccnc1)C1CCCN(S(=O)(=O)c2ccc(Br)cc2)C1 (stereo not drawn)	-0.3	4	-16	-4	-5	-2	6	6	-5
COc1ccc2[nH]c(C(=O)O)c(CCN3C(=O)c4ccc(C(=O)O)cc4C3=O)c2c1	-1.8	-4	5	1	-8	-3	5	2	0
CN(C)C(/C=C/Nc1ccc(C#N)cc1)=C(C#N)C#N	-0.6	-9	1	6	2	-1	19	2	2
COc1cc(C2C(C#N)=C(N)Oc3c2oc(CO)cc3=O)cc(OC)c1OC (stereo not drawn)	4.5	-3	5	4	3	-2	-4	4	0
CCNC(=O)C1(C)CCN(Cc2ccc(C#N)cc2)C1 (stereo not drawn)	nt	5	nt	-7	-15	1	0	1	1
COc1ccc(/C=C(\NC(=O)c2ccc(OC)c(OC)c2)C(=O)NCCc2c[nH]c3ccccc23)cc1	-1.0	-7	19	-10	10	-5	-3	0	-6
COc1ccc(NC(=S)NCCc2ccc(S(N)(=O)=O)cc2)c(OC)c1	-3.7	27*	7	-20	1	0	2	6	-11
O=[N+]([O-])c1ccc(-c2cn(-c3ccc(Cl)cc3)cn2)cc1	nt	3	nt	-2	14	3	14	-1	13
NC(=O)C1CCN(C(=O)CCC(=O)c2cccs2)CC1	-1.6	4	9	9	-18	3	12	3	8
C=CCn1c(-c2ccc(OC)cc2)csc1=Nc1c(C)n(C)n(-c2ccccc2)c1=O	-1.0	4	5	-3	-11	-10	20	11	4
COc1ccc(CC(=O)OCC(=O)NC2CCCCCC2)cc1OC	-0.6	-7	13	1	-8	1	5	1	-2
CC1CC(C)CN(C(=O)COC(=O)COc2ccc(C#N)cc2)C1 (stereo not drawn)	1.1	21	12	-3	2	5	20	14	-1
Cc1ccc(/C=C/C(=O)N2CCN(S(=O)(=O)c3c(C)c(C)cc(C)c3C)CC2)o1	-1.4	-4	6	-4	14	-2	29	-3	-4
CCN(c1ccccc1)S(=O)(=O)c1cccc(C(=O)OCC(=O)c2c(N)n(C)c(=O)n(C)c2=O)c1	1.1	5	-4	-25	15	-5	5	8	-14
CC1Cc2nc(SCC(=O)NCc3ccccc3)n(Cc3ccccc3)c(=O)c2S1 (stereo not drawn)	-5.0	-4	-21	-6	-9	-4	7	0	-16
COc1cc(CO)cc(-c2cc(CO)cc(OC)c2OC)c1OC	-1.1	5	1	-5	1	-3	10	2	3
O=S(=O)(Nc1ccncc1)c1ccc(Cl)cc1	-0.4	2	-16	0	13	0	-1	10	-2
O=C1N[C@@H](Cc2c[nH]c3ccccc23)COC(=O)[C@H](Cc2ccc(F)cc2)C/C=C\C[C@H]1CC(=O)N(CCO)Cc1ccccc1	4.5	13	-7	-7	43	1	-6	10	1
O=C(CSc1nc(-c2ccccc2)cs1)NCc1ccco1	-4.1	-4	19	-2	-8	-7	14	9	2
O=C(COC(=O)c1cccs1)c1ccc2c(c1)OCCO2	-0.4	13	6	-2	5	-1	17	9	-2
COc1cc(OC)c(C2=NOC(C(=O)Nc3ccc4c(c3)OCO4)C2)cc1Cl (stereo not drawn)	-1.5	8	5	-3	-24	1	2	2	0
Cc1ccc(NC(=O)/C(=C\c2cccc([N+](=O)[O-])c2)NC(=O)c2cccs2)cc1	-0.7	4	33	-2	-8	2	-8	4	16
CCCn1nnnc1COc1ccc(C(N)=O)cc1	3.2	-1	11	2	-3	-1	1	1	-2
CCC(C)Sc1cc(-c2nc3cc(C)ccn3c2NC2CCCCC2)ccc1OC (stereo not drawn)	4.0	19&13	1	-12&-11	21&35	-5&-1	-5&-5	10&2	-10&-11
CN1CC(=O)N(C)c2ncn(Cc3ccccc3)c2C1=O	0.5	5	-4	3	-4	0	9	3	11
Cc1ccc2c(c1)cc(CN(Cc1cccs1)C(=O)c1ccco1)c1nnnn12	1.1	1	-5	0	24	0	15	4	0
